CaV13 FRET inh: Primary screen for inhibitors of IQ motif and Ca2+-dependent inactivation inhibitor domain binding in CACNA1D, Förster resonance energy transfer in living cells, … | HEK cells, CFP/YFP FRET ICDI-IQ, plate reader, 10 min; percent FRET-ratio fall versus neutral wells | inhibition, % at 12.3 µM | actives 0.098% (n = 340,000);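 active means mean replicate inhibition of at least 30% and at least 1% of replicates passing that level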;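 further: 0% = median of the neutral control wells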
MC4R antag cAMP: antagonists of human melanocortin 4 receptor (MC4R) | MC4R-expressing cells, MTII-stimulated cAMP, LANCE TR-FRET | inhibition, % at 6.5 µM | actives 0.48% (n = 360,000);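 active means inhibition above its plate's cutoff, the mean of tested wells on that plate plus 3 SD, cut at about 29% in these data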;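 further: 0% = Melanotan II alone and 100% = Melanotan II plus saturating MCL0020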
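System: U2OS cells stably expressing human melanocortin 4 receptor (MC4R). Reagent: Melanotan II challenge after compound preincubation. Doses: 6.5 µM. Times: 30-min compound, 1-h challenge, 1-h detection, room temperature. Measured by: TR-FRET with Eu-cAMP and labeled anti-cAMP, 671 nm. Replicates: singlicate.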
m5-HT2A agonist: mouse HTR2A agonism via beta-arrestin recruitment | P35363 | CHO-K1 mHTR2A beta-arrestin complementation, luminescence; percent of 30 µM serotonin response | activation, % at 7.6 µM | actives 0.66% (n = 360,000);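 active means activation above a run cutoff, the mean activation of all tested compounds plus 3 SD, cut at about 14% in these data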;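 further: 0% = plate median of compound wells and 100% = 30 µM serotonin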
ABHD5 PLIN5 PPI: inhibitors of human ABHD5-perilipin-5 interaction; Split G. princeps luciferase complementation, luminescence, 4 h; AID 602281; actives 0.78% (n = 360,000); inhibition, % at 4 µM;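 active means inhibition above the mean inhibition across every tested compound plus 3 SD, cut at about 22% in these data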;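 further: 0% = DMSO only wells and the 100% control is not disclosed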
Target sequence (Q00G26 whole entry, looked up): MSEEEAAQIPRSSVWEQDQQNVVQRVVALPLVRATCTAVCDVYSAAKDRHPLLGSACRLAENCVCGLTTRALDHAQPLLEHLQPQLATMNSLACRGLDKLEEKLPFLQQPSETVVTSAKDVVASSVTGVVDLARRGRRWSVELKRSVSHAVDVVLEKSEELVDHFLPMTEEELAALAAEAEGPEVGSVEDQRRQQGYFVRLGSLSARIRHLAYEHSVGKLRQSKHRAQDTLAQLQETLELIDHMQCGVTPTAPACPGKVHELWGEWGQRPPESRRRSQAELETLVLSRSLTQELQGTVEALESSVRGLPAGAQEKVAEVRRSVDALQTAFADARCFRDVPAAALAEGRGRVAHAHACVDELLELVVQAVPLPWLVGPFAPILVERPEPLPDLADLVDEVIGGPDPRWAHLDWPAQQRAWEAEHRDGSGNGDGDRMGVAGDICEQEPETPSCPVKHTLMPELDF
Target sequence (Q8WTS1 whole entry, looked up): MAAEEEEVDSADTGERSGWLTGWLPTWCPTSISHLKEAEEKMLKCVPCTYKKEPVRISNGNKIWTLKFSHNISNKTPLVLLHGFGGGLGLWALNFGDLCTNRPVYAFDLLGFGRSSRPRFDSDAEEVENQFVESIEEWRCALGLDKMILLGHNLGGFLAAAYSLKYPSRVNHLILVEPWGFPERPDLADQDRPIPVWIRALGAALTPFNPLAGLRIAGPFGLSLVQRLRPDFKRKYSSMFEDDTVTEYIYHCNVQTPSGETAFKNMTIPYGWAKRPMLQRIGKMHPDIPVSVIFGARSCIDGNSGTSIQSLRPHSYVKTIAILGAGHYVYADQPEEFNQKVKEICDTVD
ABCB6 inh MLPCN: blocks the human ABCB6 transporter | AID 602162 | Q9NP58 | fluorescence ratio to DMSO, % at 10 µM | K562-ABCB6 porphyrin accumulation, flow cytometry, 1 h; active compounds read low | actives 0.19% (n = 360,000);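 active means fluorescence ratio to DMSO below 75%, the collection mean minus 3 SD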;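 further: signal is porphyrin accumulated inside mitochondria; 100% equals median channel fluorescence of DMSO control wells; lower ratio means ABCB6 inhibition with less porphyrin fluorescence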
Exocytosis inh: blocks lytic granule exocytosis; inhibition, % at 10 µM; TALL-104 LAMP-1 surface exposure, flow cytometry; cells stimulated with thapsigargin and PMA; actives 0.66% (n = 360,000);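 active means inhibition above about 55%, limit read from the data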
PDI turbidity: inhibitors of human protein disulfide isomerase | P07237 | PDI insulin aggregation turbidity, A650, 90 min | inhibition, % at 10 µM | actives 0.052% (n = 350,000) | AID 588391;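 active means mean inhibition across replicates of 30% or more, whatever share of single replicates reach that level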;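 further: absorbance from insulin aggregation driven by PDI reduction with DTT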
N-glyco inh: N-linked glycosylation inhibition; D54 ERlucT glycosylation luciferase reporter, 24 h; percent of 100 nM tunicamycin response; reporter increase, % at 12.5 µM; actives 0.23% (n = 360,000);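 active means mean luciferase reporter signal, scaled so untreated is 0 and the glycosylation-blocking control 100, at or above a set limit in every replicate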;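 further: luciferase carries N-glycosylation sites so blocking glycosylation raises the light; 0% = median of neutral control wells and 100% = median of 100 nM tunicamycin wells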
H9c2 protect: myocardial damage modulation in H9c2 cells; H9c2 cardiomyocytes, H2O2 injury protection, ATPLite, 2 h; protection from H2O2 cell death, % at 20 µM; actives 0.63% (n = 360,000);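 active means compounds giving at least 50% protection of heart cells from peroxide-induced death in the single-dose screen, raw or plate-pattern-corrected value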;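 further: 0% = DMSO wells with peroxide and 100% = DMSO wells without peroxide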
MC4R barr agon: human MC4R agonism via beta-arrestin | actives 0.98% (n = 360,000) | U2OS MC4R beta-arrestin complementation, luminescence; percent of melanotan II response, DMSO zero | activation, % at 8.9 µM | P32245;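 active means activation above a per-plate cutoff, the mean activation of sample wells on that plate plus 3 SD, cut at about 8% in these data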
The depositor's hits bear a star; / = no result given.

SMILES	CaV13 FRET inh	MC4R antag cAMP	m5-HT2A agonist	ABHD5 PLIN5 PPI	ABCB6 inh MLPCN	Exocytosis inh	PDI turbidity	N-glyco inh	H9c2 protect	MC4R barr agon
CCC(C(=O)OCC(=O)Nc1ccccc1-c1ccccc1)c1ccccc1 (stereo unspecified)	-13	7	0	-8	104	10	0	-3	-10	1.2
Cc1ccc([N+](=O)[O-])cc1S(=O)(=O)Nc1ccc(C(=O)NCC2CCCO2)cc1 (stereo unspecified)	-2	5	-3	3	105	-7	-12	3	3	0.4
CC(NCC(O)COc1ccc2ccccc2c1)c1ccccc1 (stereo unspecified)	-4	-7	-11	8	89	19	18	-3	7	4.1
CC/C(=N\NC(=O)c1ccccc1Cl)c1ccc(Br)s1	-4	15	-4	2	101	5	-8	2	4	-2.6
COc1ncccc1-c1nnn(-c2ccc(Cl)nc2)n1	-11	7	-1	-16	102	-4	-1	-1	-6	0.4
[N-]=[N+]=NC[C@H](Cc1ccccc1)N1CC[C@@H](O)CCC1=O	-9	-2	4	-4	97	5	7	-1	0	-0.1
CN(CC(=O)Nc1c(Cl)cccc1Cl)C(=O)CNC(=O)c1ccc2c(c1)OCO2	-7	4	-3	10	97	12	9	1	-4	-2.5
Cc1ccccc1NC(=O)CCN1CCN(Cc2ccccc2)CC1	-5	6	2	-3	102	0	0	0	7	1.8
CC1CCCCN1CCNC(=O)CC1Oc2ccccc2NC1=O (stereo unspecified)	7	4	-4	3	97	1	-3	2	1	-0.1
O=C(CCCCCn1c(=S)[nH]c2cc3c(cc2c1=O)OCO3)N1CCN(C2CCCCC2)CC1	-1	-1	-2	9	95	2	-1	-5	-2	0.7
COc1ccc(Nc2ccc(C(F)(F)F)cc2[N+](=O)[O-])cn1	/	5	-2	-2	103	0	-2	-1	-5	1.8
Cc1ccccc1S(=O)(=O)Cc1ccc(C(=O)NCCCOC(C)C)o1	-6	0	-1	7	96	-2	1	3	7	1.8
COc1cccc(N2CCN(C(=O)c3ccccc3SCC(=O)NCc3ccco3)CC2)c1	-4	13	-4	-18	99	0	-9	-2	2	-2.8
COc1ccc(N2CCN(C(=O)NC3CC(=O)N(c4ccc(OC)cc4)C3)CC2)cc1 (stereo unspecified)	-6	3	-1	8	94	-7	14	-1	-2	-0.2
O=C(O)c1cc(N/N=C/C=C/c2ccccc2)ccc1Cl	-20	-2	-2	5	104	-3	10	-6	3	-3.0
COc1cc(NC(=O)c2cccc(F)c2)ccc1NC(=O)c1cc2ccccc2o1	-18	-5	4	-4	95	5	1	-9	1	12*
COc1ccc(S(=O)(=O)N2c3ccccc3NC(=O)CC2C)cc1 (stereo unspecified)	-5	5	19*	3	94	3	-4	1	-4	-1.1
CCN(CC)CC(=O)Nc1cccc(S(=O)(=O)N2CCCC2)c1	-6	4	3	3	95	-5	0	1	-3	0.0
CCOc1c(N2CCCCC2)c(=O)c1=O	/	7	6	-6	96	-1	1	0	7	-0.5
CCOC(=O)C1CCN(c2cc3c(cc2NC(=O)c2ccccc2OCC)n(C)c(=O)n3C)CC1	-5	23	11	5	102	8	-2	1	36	6.6
Cc1cn(C2CC(O)C(O)C(CO)O2)c(=O)[nH]c1=O (stereo unspecified)	-5	/	-3	5	94	11	/	2	2	/
COc1ccc(-n2c(SCC(N)=O)nnc2-c2cccnc2)cc1	-5	-3	-4	-1	92	0	2	0	1	-2.0
C/C(CC(=O)NC12CC3CC(CC(C3)C1)C2)=N\NC(=O)c1ccc(F)cc1	-3	8	-3	1	92	-2	9	0	7	-0.2
COc1ccc2nc(SCC(=O)N(C)C3CCCCC3)[nH]c2c1	-5	2	3	3	94	-5	-4	2	-1	-1.4
CN1CCN(S(=O)(=O)c2ccc(NC(=S)NC(=O)c3ccccc3)cc2)CC1	/	-7	-9	4	103	-1	-5	6	0	-1.3

Quoted at random: 2 records from the list, in no set order.
SMILES	CaV13 FRET inh	MC4R antag cAMP	m5-HT2A agonist	ABHD5 PLIN5 PPI	ABCB6 inh MLPCN	Exocytosis inh	PDI turbidity	N-glyco inh	H9c2 protect	MC4R barr agon
CCOc1c(N2CCCCC2)c(=O)c1=O	/	7	6	-6	96	-1	1	0	7	-0.5
COc1ccc(Nc2ccc(C(F)(F)F)cc2[N+](=O)[O-])cn1	/	5	-2	-2	103	0	-2	-1	-5	1.8

12 compounds already listed, sorted by number of heavy atoms, lowest first:
SMILES	CaV13 FRET inh	MC4R antag cAMP	m5-HT2A agonist	ABHD5 PLIN5 PPI	ABCB6 inh MLPCN	Exocytosis inh	PDI turbidity	N-glyco inh	H9c2 protect	MC4R barr agon
Cc1cn(C2CC(O)C(O)C(CO)O2)c(=O)[nH]c1=O (stereo unspecified)	-5	/	-3	5	94	11	/	2	2	/
COc1ncccc1-c1nnn(-c2ccc(Cl)nc2)n1	-11	7	-1	-16	102	-4	-1	-1	-6	0.4
[N-]=[N+]=NC[C@H](Cc1ccccc1)N1CC[C@@H](O)CCC1=O	-9	-2	4	-4	97	5	7	-1	0	-0.1
COc1ccc2nc(SCC(=O)N(C)C3CCCCC3)[nH]c2c1	-5	2	3	3	94	-5	-4	2	-1	-1.4
CC(NCC(O)COc1ccc2ccccc2c1)c1ccccc1 (stereo unspecified)	-4	-7	-11	8	89	19	18	-3	7	4.1
Cc1ccccc1NC(=O)CCN1CCN(Cc2ccccc2)CC1	-5	6	2	-3	102	0	0	0	7	1.8
CN1CCN(S(=O)(=O)c2ccc(NC(=S)NC(=O)c3ccccc3)cc2)CC1	/	-7	-9	4	103	-1	-5	6	0	-1.3
CN(CC(=O)Nc1c(Cl)cccc1Cl)C(=O)CNC(=O)c1ccc2c(c1)OCO2	-7	4	-3	10	97	12	9	1	-4	-2.5
COc1ccc(N2CCN(C(=O)NC3CC(=O)N(c4ccc(OC)cc4)C3)CC2)cc1 (stereo unspecified)	-6	3	-1	8	94	-7	14	-1	-2	-0.2
COc1cccc(N2CCN(C(=O)c3ccccc3SCC(=O)NCc3ccco3)CC2)c1	-4	13	-4	-18	99	0	-9	-2	2	-2.8
O=C(CCCCCn1c(=S)[nH]c2cc3c(cc2c1=O)OCO3)N1CCN(C2CCCCC2)CC1	-1	-1	-2	9	95	2	-1	-5	-2	0.7
CCOC(=O)C1CCN(c2cc3c(cc2NC(=O)c2ccccc2OCC)n(C)c(=O)n3C)CC1	-5	23	11	5	102	8	-2	1	36	6.6

New compounds follow.
SMILES	CaV13 FRET inh	MC4R antag cAMP	m5-HT2A agonist	ABHD5 PLIN5 PPI	ABCB6 inh MLPCN	Exocytosis inh	PDI turbidity	N-glyco inh	H9c2 protect	MC4R barr agon
CC(C)n1cc(CN2CCC(n3nccc3NC(=O)C3CCCC3)CC2)cn1	-6	5	5	4	98	1	-2	0	-2	-2.8
CCC(C)N1CCC2(CC1)N=c1c(c3c4c5c(C)c(O)c3c(O)c1=NC(=O)C(C)=CC=C[C@H](C)[C@H](O)[C@@H](C)[C@@H](O)[C@@H](C)[C@H](OC(C)=O)[C@H](C)[C@@H](OC)C=CO[C@@](C)(O5)C4=O)N2 (stereo partly specified)	-6	-1	-4	-11	104	3	2	5	-1	0.1
CC(C)(C)c1ccc(OCCSc2nc3ccccc3n2CC(=O)O)cc1	-20	34*	2	-10	99	-9	0	3	0	-0.6
O=C(CCc1ccc(S(=O)(=O)N2CCOCC2)cc1)OCC(=O)c1ccccc1F	-2	15	-14	-5	98	2	1	0	-7	-2.1
CN(C)CCNC(=O)C1CC(=O)N(c2ccc(F)c(Cl)c2)C1 (stereo unspecified)	-8	0	0	0	103	-1	-3	-3	2	-0.7
Cc1ccc(S(=O)(=O)N(Cc2n[nH]c(=S)n2-c2ccccc2)c2ccccc2)cc1	-5	11	7	-10	94	1	0	2	9	-3.7
COc1ccc(C2C(C(=O)c3ccco3)=C(O)C(=O)N2c2nnc(C)s2)cc1 (stereo unspecified)	-3	11	-2	-2	94	2	1	0	3	-1.5
COC(=O)C1CCN(C(=O)C2CC(=O)N(c3ccc(C)c(Cl)c3)C2)CC1 (stereo unspecified)	-2	1	13	7	94	-3	0	2	6	-1.5
CC(NS(=O)(=O)c1ccc(Cl)cc1)C(=O)OCC(=O)c1ccc[nH]1 (stereo unspecified)	-6	3	-5	-1	94	-4	15	0	6	-1.1
CN1CCN(C(=O)c2cnn3c(C(F)(F)F)cc(-c4cccs4)nc23)CC1	-20	8	-3	-8	90	6	1	1	3	-1.4
CCOc1ccc(NC(=O)CN(C)C(=O)c2ccc3c(c2)C(=O)N(CCC(C)C)C3=O)cc1OCC	-6	17	-1	-4	97	2	0	-2	1	-2.0
O=c1c2ccccc2nc2ccc(NCc3ccco3)nn12	-5	-5	4	31*	103	-3	-3	5	4	0.0
Cc1cc(O)cc2c1C1CCC3(C)C(O)CCC3C1C=C2 (stereo unspecified)	-7	5	5	7	80	0	8	4	2	0.1
O=c1[nH]n(Cc2ccccc2)c2ccccc12	-22	-1	1	8	102	1	-52	1	-5	-0.6
CSc1nc(C)c(CCOCc2ccc(F)cc2)c(=O)[nH]1	-5	6	-2	3	108	2	10	-3	-2	-2.5

High-throughput results (PubChem BioAssay)

Compounds were not picked by outcome. About 4.2% of those tested had a hit in this group.
